mouse EphA4 binding: inhibitors of EphA4 binding to KYL peptide, primary screen, biochemical, colorimetric, mouse EphA4 (AID 689); 62,000 tested, 0.1% active; one-dose inhibition, % at 10 µM; IC50 in µM for titrated hits; Ephrin type-A receptor 4 (Mus musculus); EphA4-AP binding to KYL peptide, pNPP A405; higher % means a stronger effect; in the data active means a potency from the dose series; inactive means the rest, 99 in 100 with inhibition below about 22%
* hit, by the source's call. A portion of the library; rates above refer to the full screens.

SMILES	mouse EphA4 binding
CCCN1Cc2cccc(C(=O)NCc3ccccc3OC)c2C1=O	-6.6%
CCOC(=O)c1c(-c2ccc(Cl)cc2)csc1NC(=O)c1ccco1	-2.8%
O=C(O)CCCC(=O)N1CCN(c2nc(-c3ccccc3)c3ccccc3n2)CC1	-5.6%
CCOC(=O)c1ccc(NS(=O)(=O)c2ccc(C)c([N+](=O)[O-])c2)cc1	-13.3%
C=CCNC(=S)N/N=C/c1ccc(-c2cc(Cl)ccc2Cl)o1	-7.8%
CCN(CC)c1nc(Nc2ccccc2)nc(Oc2ccc(=O)n(C)n2)n1	3.9%
Cc1noc(C)c1S(=O)(=O)Nc1ccc(C(=O)N2CCN(c3ccc(Cl)cc3)CC2)cc1	6.9%
CCC(C(=O)c1ccccc1)N(C(=O)c1ccccc1Cl)N1C(=O)C2C3C=CC(C3)C2C1=O (stereo unspecified)	11.5%
Cn1nnnc1SCc1cccc(CSc2nnnn2C)n1	3.0%
O=C(Nc1cccc(Cl)c1)N1CCSc2cc(Cl)ccc21	-3.3%
O=C(Nc1ccc(Cc2ccncc2)cc1)c1ccc(S(=O)(=O)N2CCOCC2)cc1	7.8%
Cc1ccc(S(=O)(=O)N2c3ccccc3NC(=O)C2CC(=O)Nc2ccccc2)cc1 (stereo unspecified)	-17.7%
Cc1ccc(C(=O)Nc2cc3c(oc2=O)CCCC3=O)cc1	-3.9%
Cc1c(C(=O)O)oc2ccc(S(=O)(=O)N3CCCCC3C(=O)O)cc12 (stereo unspecified)	-8.6%
N#Cc1conc1-c1ccc(Br)cc1	-6.4%
Cc1ccc(N(C(=O)C2CCC(=O)N2)C2(C(=O)NC3CCCCC3)CCCCC2)cc1 (stereo unspecified)	-8.3%
CCOCc1nnc(NS(C)(=O)=O)s1	-10.2%
CCc1ccc2c(COn3nnc4ccc(S(=O)(=O)N(C)C)cc43)cc(=O)oc2c1	-6.8%
CCOC(=O)N1CCC(NC2CCCCCCC2)CC1	9.5%
CCOC(=O)C1=C(C)Nc2ncnn2C1c1c[nH]c2ccccc12 (stereo unspecified)	2.5%
O=S(=O)(Nc1ccc(Nc2ccc(F)cc2)cc1)c1ccc(F)cc1	11.9%
COc1ccc(OC)c(-c2csc(N(Cc3ccco3)C(=O)c3cccs3)n2)c1	17.3%
CC(C)CNC(=O)CSc1nnc(CN2CCCCCC2=O)n1-c1ccccn1	-7.3%
O=C(CSc1ncnc2nc[nH]c12)NCCc1ccccc1	0.4%
Cc1ccsc1/C=N/N1CCN(c2ccccc2)CC1	-13.0%
COc1ccc(N(CC(=O)NC2CCCC2)C(=O)CCC(=O)Nc2cc(C)on2)c(OC)c1	-13.3%
CCn1c(=O)[nH]c2ccccc2c1=O	-14.1%
COc1ccc(Br)cc1CN1CCN(S(=O)(=O)c2ccc(Cl)cc2)CC1	-18.4%
CN(C)S(=O)(=O)Oc1cccc(C(=O)Nc2cccc(Cl)c2)c1	-0.2%
Cc1ccnc(Sc2nc3c(c(=O)[nH]c(=O)n3C)n2CCCc2ccccc2)n1	-22.8%
CC(Oc1ccc(Cl)cc1)C(=O)Nc1nccs1 (stereo unspecified)	-8.1%
COc1ccccc1Nc1nc(-c2sc(NC(=O)c3ccco3)nc2C)cs1	2.1%
COc1ccc(OC)c(/C=C/C(=O)c2ccc(Cl)cc2)c1	11.7%
CCOC(=O)c1c(-c2cccs2)csc1NC(=O)c1ccncc1	1.1%
CCCCn1c(-c2ccc([N+](=O)[O-])cc2)n[nH]c1=S	-8.7%
COc1ccc(OC)c(NC2c3ncccc3C(=O)N2Cc2ccco2)c1 (stereo unspecified)	2.6%
CN(C(=O)c1ccccn1)c1nnc(-c2cnccn2)s1	10.0%
COc1cccc(C(=O)NC2CCSC2=O)c1 (stereo unspecified)	6.8%
CC(=O)C1(C)N(O)C(C)(C)C(c2ccc(Br)cc2)=[N+]1[O-] (stereo unspecified)	-8.1%
CCCCNC(=O)CCSc1nc2nc(C)cc(C)n2n1	-8.1%
Cn1nc(OC(=O)Nc2cccc(Cl)c2)cc1C(F)(F)F	-4.7%
CC(=O)c1cc2c(cc1NC(=O)c1c(-c3ccccc3)noc1C)OCO2	-11.5%
CC1=C(C(N)=O)C(c2ccccc2)n2nc(-c3cccs3)nc2N1 (stereo unspecified)	1.4%
CC(C)CCNC(=O)CN(C)S(=O)(=O)c1cccc2nsnc12	0.0%
CCOc1cc(S(=O)(=O)NCc2ccccn2)c(C)cc1C	-13.0%
CCOC(=O)C1=C(C)N=c2s/c(=C/c3ccccc3)c(=O)n2C1c1ccc(OC)c(OC)c1 (stereo unspecified)	-9.3%
CCc1nc2ccccc2n1Cc1ccccc1OC	4.4%
O=C(Nc1ccc2c3c(cccc13)CC2)c1ccco1	1.1%
CC(=O)c1c(C)[nH]c(C(=O)N2CCN(c3ccc(F)cc3)CC2)c1C	-4.9%
Cc1c(C(=O)NCc2ccc3c(c2)OCO3)oc2ccc(S(=O)(=O)N3CCCCC3)cc12	-3.3%

Other records follow:
SMILES	mouse EphA4 binding
CCOC(=O)N1CCN(CC(O)c2ccc3c(c2)CCN3)CC1 (stereo unspecified)	21.1%
Cc1nn(Cc2ccccc2Cl)c(C)c1C(=O)Nc1nnc(C2CC2)s1	-4.8%
CS(=O)(=O)N(CC(=O)Nc1c(F)cccc1F)c1ccc(C23CC4CC(CC(C4)C2)C3)cc1	3.6%
Cc1ccc(OCCCC(=O)Nc2ccc3c(c2)OCO3)cc1	-6.7%
Nc1csnc1C(=O)O	-6.5%
CCOC(=O)c1oc2ccccc2c1CSc1nnnn1-c1ccccc1	-10.3%
COc1cc(/C=C/C(=O)NCc2ccc3c(c2)OCO3)cc(OC)c1OC	-1.4%
COc1ccc(NC(=O)c2c(N)sc3c2CCCC3)cc1	12.2%
Cc1cccc(Cl)c1NC(=O)C1CC(=O)N(c2ccc(F)cc2)C1 (stereo unspecified)	8.5%
CC1=CC(C)(C)NC(=S)N1c1cccc(C)c1	-3.5%

Overlap with the part before: 4 compounds; new compounds follow.
SMILES	mouse EphA4 binding
COc1cc(/C=C/C(=O)NCc2ccc3c(c2)OCO3)cc(OC)c1OC	-1.4%
COc1ccc(NC(=O)c2c(N)sc3c2CCCC3)cc1	12.2%
Cc1cccc(Cl)c1NC(=O)C1CC(=O)N(c2ccc(F)cc2)C1 (stereo unspecified)	8.5%
CC1=CC(C)(C)NC(=S)N1c1cccc(C)c1	-3.5%
CCOc1ccc(-c2cc(CCCC(=O)NCc3ccc(C)cc3)no2)cc1	-31.8%
O=C(NC1CCCCC1)C(c1ccc2ncccc2c1)N(Cc1ccc(F)cc1)C(=O)c1ccc2c(c1)OCCO2 (stereo unspecified)	-5.9%
O=S(=O)(c1ccc(Cl)cc1)N1CCOC(c2ccccc2)C1 (stereo unspecified)	-5.9%
CCOC(=O)c1cnc(-c2ccccc2)nc1Oc1ccc(Cl)c(Cl)c1	-8.6%
CCN(CC)S(=O)(=O)c1ccc2oc(SCC(=O)NCc3ccccc3)nc2c1	-19.6%
Cc1ccc(N(CC(=O)NCc2ccncc2)S(C)(=O)=O)cc1Cl	19.1%
CC(C)(C)c1cc2cccnc2n1Cc1ccccc1	-6.4%
O=C(CSc1nccn1-c1ccccc1)NCc1ccc2c(c1)OCO2	-3.3%
Cc1ccc(S(=O)(=O)NCCC(=O)N2CCCCC2)cc1	-11.8%
C(=N\Nc1nc(Nc2ccccc2)nc(N2CCOCC2)n1)/c1c[nH]c2ccccc12	-7.4%
CCOc1c(Br)ccc2c1sc1nc[nH]c(=O)c12	4.1%
O=C1C(c2nc3ccccc3s2)=C(O)c2ccccc21	-0.4%
COC(=O)Cn1c2ccc(OC)cc2c2nc3ccccc3nc21	-10.2%
COc1ccc(C2=NOC(C(=O)N3CCCCCC3)C2)cc1OC (stereo unspecified)	-4.6%
COC(=O)c1ccc(CSc2nc(C(F)(F)F)c3c(c2C#N)CCC3)o1	11.6%
CN(C)CCNC(=O)C12CC3(C)CC(C)(CC(C)(C3)C1)C2	0.5%
O=C(Nc1ccc2c(c1)OCO2)C1CCN(S(=O)(=O)c2ccc3c(c2)OCCO3)CC1	-4.9%
CCN1CCCC1CNC(=O)C1CCN(Cc2nc(-c3cccc(Br)c3)oc2C)CC1 (stereo unspecified)	-9.5%
CCCCOC(=O)C1=C(C)Nc2ncnn2C1c1cc(OC)ccc1OC (stereo unspecified)	-6.7%
CN=c1scc(C)n1/N=C/c1ccc(O)cc1O	-16.4%
COc1ccc(NC(=O)c2cccnc2Nc2ccc(OC)cc2)cc1	3.8%
O=C(NCCN1CCN(Cc2ccccc2)CC1)C(=O)Nc1ccc(Cl)cc1	-9.6%
CC1(C)CC2CC(C)(CN2S(=O)(=O)c2ccc(C(=O)Nc3ccccc3N3CCOCC3)cc2)C1 (stereo unspecified)	0.0%
O=C(O)[C@@H](c1ccccc1)N1Cc2ccccc2C1=O	4.5%
COc1cc(C2C(C#N)=C(N)Oc3cc(C)n(CC4CCCO4)c(=O)c32)cc2c1OCO2 (stereo unspecified)	1.8%
Nc1nnc(-c2ccccc2Cl)s1	-14.2%
COc1ccc(/C=C2\SC(=O)N(CCC(=O)Nc3ccccc3)C2=O)cc1OC	-12.0%
CC(=O)c1cccc(NS(=O)(=O)c2cc(OCC(N)=O)c(C)cc2Cl)c1	-4.0%
Cc1ccc(-c2c3c([nH]c(=S)c2C#N)CCCC3)o1	31.3%
CCOC(=O)c1c(CN2CCCCC2)n(C)c2cc(Br)c(O)c(CN(C)C)c12	0.9%

Filtered by structure: the entries above containing a nitro group on carbon.
SMILES	mouse EphA4 binding
CCOC(=O)c1ccc(NS(=O)(=O)c2ccc(C)c([N+](=O)[O-])c2)cc1	-13.3%
CCCCn1c(-c2ccc([N+](=O)[O-])cc2)n[nH]c1=S	-8.7%

(list continues)
SMILES	mouse EphA4 binding
COc1ccc(/C=C2\C(=O)NC(=S)N(c3ccc(Br)cc3C)C2=O)cc1[N+](=O)[O-]	6.4%
CC1CN(S(=O)(=O)c2ccc(C(=O)Nc3nc(-c4ccc([N+](=O)[O-])cc4)cs3)cc2)CC(C)O1 (stereo unspecified)	3.0%
Cc1ccc(S(=O)(=O)/N=C2\C(=O)c3ccccc3C([O-])=C2n2cc[n+](CCC(C)C)c2)cc1	1.5%
CC(C)=CCC/C(C)=C/CC(C)(C)CNCCN1CCNCC1	-6.1%
O=C(Cn1c(=O)n(-c2ccc(F)cc2)c(=O)c2sccc21)N1CCCC1	4.8%
CC1=CC(C)(C)N(C(=O)CSc2nccn2C)c2cc(C)ccc21	-9.9%
O=C(O)C(Cc1ccccc1)N1C(=O)c2ccccc2C1=O (stereo unspecified)	-1.8%
CCCNC(=O)Cn1c(=O)oc2ccccc21	-6.6%
O=C1CCCC2=C1C(Cc1ccccc1)C1=C(CCCC1=O)O2	-9.8%
CC(Sc1nnc(-c2cccs2)n1Cc1ccccc1)C(=O)NCc1ccc2c(c1)OCO2 (stereo unspecified)	6.8%
C=CCNc1nc2c3ccccc3n(C(C)=O)c2s1	-4.9%
Cn1c(NC(=O)COc2ccccc2)cc(=O)n(C)c1=O	-8.1%
COC(=O)CSc1nnc(CNC(=O)c2cc(OC)c(OC)c(OC)c2)n1C	1.8%
Cc1c(OCc2ccccc2)c(=O)ccn1Cc1ccc(Cl)cc1	0.9%
Cc1ccccc1CS(=O)(=O)CCC(=O)NCc1ccccn1	-2.6%
N#Cc1ccc(NC(=S)Nc2ccccc2)cc1	-2.8%
Cc1cc(C)c(NC(=O)CSc2nnc(-c3ccncc3)n2Cc2ccco2)c(Cl)c1	17.1%
CC(C)(C)c1ccc(S(=O)(=O)CCc2ccccn2)cc1	-6.7%
CC(=O)NNC(=O)CCC(=O)Nc1ccccc1	1.7%
COc1ccc(OC)c(S(=O)(=O)N2CCC(Cc3ccccc3)CC2)c1	-4.4%
O=C(/C=C/c1ccccc1)N1CCC(Cc2ccccc2)CC1	-5.5%
Clc1ccc2nc(NC3=NCN(CCN4CCOCC4)CN3)nc(-c3ccccc3)c2c1	-1.6%
O=C(NCCCNc1ccc([N+](=O)[O-])cc1)c1ccccc1Cl	-6.2%
CN(Cc1ccccc1)C(=O)Cn1c(=O)oc2cc(S(=O)(=O)N3CCCC3)ccc21	-47.7%
CCC(=O)NNc1cc(=O)c2c(=O)n(C)c(=O)n(C)c2[nH]1	-5.8%
Cc1ccc2cc(CN(C(=O)c3ccncc3)C(C)C)c(=O)[nH]c2c1	7.1%
COC(=O)c1cn(NC(=O)c2cc(OC)cc(OC)c2)c(=O)c2ccccc12	-1.6%
CS(=O)(=O)N1CCN(c2ccc(C(=O)NC3C4CC5CC(C4)CC3C5)cc2[N+](=O)[O-])CC1 (stereo unspecified)	-9.6%
CCOc1cccc(C2C(C(=O)c3ccc(C)o3)=C(O)C(=O)N2c2nccs2)c1 (stereo unspecified)	0.3%
O=C(NCCc1ccccc1)c1ccc2nc(-c3ccco3)c(-c3ccco3)nc2c1	21.3µM*
CC(=O)N1CCCc2cc(S(=O)(=O)CCC(=O)N3CCN(c4cccc(C)c4)C(C)C3)ccc21 (stereo unspecified)	-12.1%
Cc1ccc(SCC(=O)NCC(C)C)cc1	-9.0%
Cc1ccc(C)c(NC(=O)CSc2ccccn2)c1	-10.5%
CCOC(=O)/C=c1\s/c(=C\c2ccc3cc(OC)ccc3c2)c(=O)n1CC(=O)NCC1CCCO1 (stereo unspecified)	-9.7%
Clc1cccc(-c2nc(-c3ccccn3)no2)c1	-15.4%
CCC(=O)Nc1ccc(-c2nc3ccccc3o2)cc1	27.9%
O=C(OCCN(CCOC(=O)c1ccncc1)S(=O)(=O)c1cccs1)c1ccncc1	-6.2%
O=C(Nc1nc2c(s1)CCCC2)c1cc2n(n1)C(C(F)(F)F)CC(C1CC1)N2 (stereo unspecified)	-12.0%
C=CCNc1nc(NCC)nc(N2CCOCC2)n1	-9.3%
Cc1sc2ncnc(Sc3nnnn3-c3ccc(Cl)cc3)c2c1C	-5.1%

A section taken from the entries so far, for reference:
SMILES	mouse EphA4 binding
CC(=O)N1CCCc2cc(S(=O)(=O)CCC(=O)N3CCN(c4cccc(C)c4)C(C)C3)ccc21 (stereo unspecified)	-12.1%
Cc1ccc(SCC(=O)NCC(C)C)cc1	-9.0%
